Screens as filed in PubChem BioAssay.
APP 5'UTR act: activates APP 5'UTR luciferase reporter; SH-SY5Y APP 5'UTR luciferase reporter, luminescence; zero percent = DMSO vehicle wells; hit rate 1% among 190,000; AID 1276; activation, % at 2 µM;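 active = activation above a set limit, based on mean plus 3 SD of controls, cut at about 140% in these data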; also: values of inactives mirror those of a sister screen read the other way
STAT3 inh: inhibitors of IL-6 induced STAT3 signaling; U3A cells, IL-6 STAT3-luciferase reporter, luminescence; host cell line lacks STAT1; inhibition, % at 5.5 µM; hit rate 0.89% among 190,000;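 active = inhibition above the mean inhibition across all screened compounds plus 3 SD, cut at about 44% in these data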;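 also: 0% = DMSO only wells and 100% = 100 µM nifuroxazide control wells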
NF-kB expr up: NF-kB expression increase, human neuronal cells. NF-kB reporter expression; stronger effect = higher value. fold change at 12.5 µM. hit rate 1.6% among 190,000; in the data active = fold change above about 3.3
STAT3 activator: STAT3 signaling activation; hit rate 0.91% among 190,000; AID 871; activation (% of control), % at 5.6 µM; U3A cells, IL-6 STAT3-luciferase reporter, luminescence; 100% = signal with IL-6 EC80 alone;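 active = activation above the screen-wide mean of compound activation plus 3 SD, cut at about 130% in these data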;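 also: 0% = background luminescence of wells with medium and substrate only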
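Material: STAT1-lacking human U3A cells, STAT3 luciferase reporter | Benchmarks: IL-6-only wells as 100% reference | Probe or stimulus: IL-6 (33 ng/mL) | Timing: Compound 1 h, then IL-6 6 h at 37 °C | Detection: Luminescence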
DTT redox prof: compounds producing H2O2 with reducing agent – biochemical, NIH compound library profiling, artefact control for MLSCN library redox annotation, primary screen; AID 878; activation, % at 10 µM; DTT-dependent redox cycling H2O2, phenol red/HRP absorbance; 100% = 100 µM peroxide control, 0% = buffer; hit rate 0.03% among 200,000;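 active = activation of at least 50% relative to the plate's high and low controls in the primary single-dose screen; inactive = activation below 50%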;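 also: compound incubated with DTT at 0.8 mM final as the reducing agent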
TLR4-MyD88 BLA: TLR4-MyD88 interaction inhibition in cells. O00206+Q99836. HeLa CL3-4 TLR4/MyD88 BLA complementation, FRET ratio. inhibition, % at 8.4 µM. hit rate 0.18% among 200,000. AID 861; in the data active = inhibition above about 25%;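 also: 0% = vehicle and 100% = reference inhibitor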
Target sequence (O00206 whole entry, looked up): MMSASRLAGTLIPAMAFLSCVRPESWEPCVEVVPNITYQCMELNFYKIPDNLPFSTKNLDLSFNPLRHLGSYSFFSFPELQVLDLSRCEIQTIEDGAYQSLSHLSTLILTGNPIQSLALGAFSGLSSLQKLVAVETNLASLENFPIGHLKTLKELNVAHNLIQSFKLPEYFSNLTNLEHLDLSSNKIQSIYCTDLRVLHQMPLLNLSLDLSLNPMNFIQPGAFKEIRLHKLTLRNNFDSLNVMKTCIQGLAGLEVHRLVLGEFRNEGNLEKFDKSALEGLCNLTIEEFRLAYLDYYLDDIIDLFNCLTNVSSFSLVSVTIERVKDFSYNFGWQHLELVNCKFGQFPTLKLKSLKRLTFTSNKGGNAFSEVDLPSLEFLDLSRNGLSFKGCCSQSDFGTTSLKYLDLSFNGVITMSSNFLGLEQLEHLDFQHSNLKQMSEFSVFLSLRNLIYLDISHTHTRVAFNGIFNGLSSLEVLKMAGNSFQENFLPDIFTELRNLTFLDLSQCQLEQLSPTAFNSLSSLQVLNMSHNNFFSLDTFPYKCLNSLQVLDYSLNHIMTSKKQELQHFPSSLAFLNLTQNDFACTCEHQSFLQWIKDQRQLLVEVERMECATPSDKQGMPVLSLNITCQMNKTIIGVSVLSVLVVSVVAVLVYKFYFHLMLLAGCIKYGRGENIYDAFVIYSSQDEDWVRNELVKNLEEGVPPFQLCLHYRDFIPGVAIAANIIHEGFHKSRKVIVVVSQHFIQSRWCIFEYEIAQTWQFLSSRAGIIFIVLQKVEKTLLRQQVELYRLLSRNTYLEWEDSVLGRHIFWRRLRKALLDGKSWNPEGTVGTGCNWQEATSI
Target sequence (Q99836 whole entry, looked up): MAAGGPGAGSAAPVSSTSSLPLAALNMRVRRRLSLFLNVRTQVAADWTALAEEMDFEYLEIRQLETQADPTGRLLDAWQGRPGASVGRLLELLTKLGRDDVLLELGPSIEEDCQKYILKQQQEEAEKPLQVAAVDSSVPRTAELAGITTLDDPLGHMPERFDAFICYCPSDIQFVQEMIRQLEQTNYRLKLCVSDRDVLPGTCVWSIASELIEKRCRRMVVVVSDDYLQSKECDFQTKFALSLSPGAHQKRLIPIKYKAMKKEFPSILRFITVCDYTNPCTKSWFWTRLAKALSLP
STAT1 activator: STAT1 signaling activation. NIH 3T3 STAT1-luciferase reporter, IFN-gamma, luminescence; 100% = IFN-gamma alone, no compound. hit rate 2.6% among 200,000. activation (% of control), % at 5.5 µM. AID 932;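 active = activation above the screen-wide mean activation plus 3 SD, cut at about 130% in these data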;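 also: raw ratio to IFN-gamma control signal so 100% means no change and 0% no light; values of inactives mirror those of a sister screen read the other way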
HMGR II inh: inhibitors of class II HMG-CoA reductase from Enterococcus faecalis. AID 1066. inhibition, % at 10 µM. hit rate 0.41% among 190,000. purified E. faecalis HMGR, NADPH absorbance 340 nm kinetic;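 active = inhibition above a set limit, the median over all tested compounds plus 3 SD, cut at about 9.5% in these data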;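 also: enzyme runs in reverse so mevalonate oxidation gives rising NADPH absorbance; 0% = complete reaction with DMSO and 100% = background rate lacking mevalonate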
Hsp70 activator: switches on Hsp70 transcription | HeLa Hsp70 promoter luciferase reporter, luminescence; scaled: vehicle 0, proteasome-inhibitor control 100% | activation, % at 10 µM | hit rate 0.04% among 200,000;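 active = activation above the mean across all tested compounds plus 3 SD, cutoff set per campaign, cut at about 5.5% in these data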;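 also: 100% = MG132 at 30 µM as the positive control and 0% = DMSO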
STAT1 blocker: reduces IFN-gamma driven STAT1 reporter signal; NIH 3T3 STAT1-luciferase reporter, luminescence; inhibition, % at 5.5 µM; hit rate 0.35% among 200,000; AID 920;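 active = inhibition above a set limit, the mean inhibition across all tested compounds plus 3 SD, cut at about 34% in these data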;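 also: 0% = IFN-gamma with DMSO and 100% = IFN-gamma with 300 µM nifuroxazide; values of inactives mirror those of a sister screen read the other way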
An asterisk follows results filed as active; . = no result given.

SMILES	NF-kB expr up	STAT1 activator	STAT3 activator	STAT1 blocker	HMGR II inh	APP 5'UTR act	TLR4-MyD88 BLA	DTT redox prof	STAT3 inh	Hsp70 activator
Cn1c(=O)[nH]c(=O)c2c1nc(SCC(=O)O)n2CCc1ccccc1	1.1	94	98	7	0	7	-8	0.2	8	-0.1
CCc1nnc(NC(=O)c2ccc(S(=O)(=O)N(CCOC)CCOC)cc2)s1	1.1	111	94	-13	-8	9	-5	-0.1	15	1.0
CCNCCOC(c1ccccc1)c1ccccc1	0.98	95	100	5	-11	4	1	1.2	3	0.0
CC(=O)NCCn1c(SCc2cccc([N+](=O)[O-])c2)nc2ccccc2c1=O	0.94	101	107	-1	0	9	-3	-0.3	5	-0.3
CCCn1nnnc1SCC(=O)NNC(=O)c1ccco1	1.1	101	99	-3	-2	-17	10	-0.1	3	0.1
NC(=O)C1CC=CCC1C(=O)OCC(Cl)=C(Cl)Cl (stereo not drawn)	1.2	99	97	1	0	-1	17	0.8	9	-0.3
COc1ccccc1CN(Cc1cc2cc(C)cc(C)c2[nH]c1=O)Cc1nnnn1CC1CCCO1 (stereo not drawn)	0.58	97	107	3	-3	7	0	2.0	-6	-0.1
Cc1ccc(NS(=O)(=O)c2ccc(OCC(=O)N3CCOCC3)cc2)cc1	1	97	94	3	-5	3	1	0.4	9	-0.1
CCn1nc(NC(=O)c2ccncc2)c2cc3ccc(C)cc3nc21	0.66	93	90	8	-1	1	18	-0.3	19	-0.5
COCCNC(=O)c1c[nH]c2ccc(S(=O)(=O)N3CCC4(CC3)OCCO4)cc2c1=O	0.96	98	92	2	2	-19	-13	-0.9	12	-0.2
CC1(C)CC(=O)C2=C(C1)N(N1CCOCC1)C(N)=C(C#N)C2c1cccnc1 (stereo not drawn)	1.1	106	96	-7	-1	-10	8	0.2	2	0.1
COC(=O)c1ccc(NC(=S)Nc2ccc(O)cc2)cc1	1.4	102	100	-3	-2	11	11	0.2	8	-0.1
CCOCCOC(=O)C(C)Sc1n[nH]c(=O)[nH]c1=O (stereo not drawn)	1	98	104	3	-7	4	0	-1.0	1	-0.2
CCS(=O)(=O)c1ccc2oc(Nc3cc(C)cc(C)c3)nc2c1	0.67	90	89	11	-3	-3	-8	0.5	17	0.0
CN(C(=O)CSC1=NCCS1)c1ccccc1	1.6	104	99	-4	1	-5	-15	-19	9	-0.3
COc1ccc(S(=O)(=O)N(CC(=O)NCCCN(C)C)c2ccc(C)cc2)cc1OC	1.1	102	110	-2	-1	-9	-12	-0.2	-7	0.2
CCOC(=O)c1c(C)c(C(=O)NCc2ccc(OC)cc2)c(C)n1C	1.1	104	106	-3	6	-15	2	0.1	-1	0.1
COc1cc(CNCCN(C)C)c(Br)cc1OC1CCCC1	1	97	100	3	3	-14	10	-1.6	11	0.1
O=C(CN(Cc1ccccc1)S(=O)(=O)c1ccccc1)NC1CC1	0.89	102	105	-2	3	19	-6	0.6	-4	-0.1
C=CCn1c(SCC(=O)Nc2ccc3c(c2)CCC3)nc2ccccc2c1=O	1.2	98	102	3	-4	8	-3	-0.4	-1	-0.2
O=C(Nc1ccccc1Sc1ccccc1)c1ccccc1	0.95	95	103	6	-2	8	-9	0.2	-5	-0.4
CC(C)C(NC(=O)c1ccccc1F)C(=O)OCC(=O)c1ccc(F)cc1 (stereo not drawn)	1.6	118	110	-21	-1	5	5	-0.3	-9	-0.1
O=C(Nc1ccc(Cl)c(Cl)c1)c1csc(-c2ccccc2)n1	1.1	93	106	8	-10	-11	6	2.2	3	0.1
CCC1C/C(=C/c2cccs2)C(=O)/C(=C/c2cccs2)C1 (stereo not drawn)	1.1	98	99	2	1	11	2	2.3	-1	-0.2
CN(C)CCCN1C(=O)c2oc3ccc(F)cc3c(=O)c2C1c1cccnc1 (stereo not drawn)	0.95	104	100	-4	1	2	-16	-1.3	0	-0.1
Cc1cc2c(cc1C)-c1nnc(-c3ccc4ccccc4n3)n1C(C)(C)C2	0.86	100	94	0	-2	7	-12	1.8	11	0.1
COc1ccccc1OCCNC(=O)c1cc(SC)ccc1Cl	1.1	101	106	1	3	-9	-3	-0.3	-10	-0.3
CC(SCc1ccccc1)C(=O)N/N=C/c1cc2c(cc1Br)OCO2 (stereo not drawn)	0.81	93	100	8	-2	-15	-2	-9.1	7	-0.4
COc1ccccc1/C=N/NC(=S)Nc1cccnc1	1.1	104	89	-4	6	19	13	-1.1	21	-0.2
CCCNC(=O)c1nc(C)n(-c2cc(Cl)ccc2Cl)n1	0.98	95	102	3	-9	31	-4	-0.3	0	0.6
COC(=O)c1cn(CCOc2ccc(C)cc2)c2ccccc12	1.2	106	96	-6	-9	7	10	0.2	10	-0.3
N/C(=N\OS(=O)(=O)c1ccc(Cl)cc1)c1cccnc1	1.4	93	83	8	-3	7	5	-0.3	23	-0.2
Cn1c(CNC2CCCCC2)c(C#N)c2ccccc21	1.3	105	103	-6	-2	-5	5	1.9	0	-0.5
Cc1noc(C)c1C(=O)Nc1ccc(F)cc1F	1.1	103	104	-6	0	.	10	0.9	-5	0.1
O=S(=O)(N/N=C/c1cccc(OC2CSC2)c1)c1ccccc1	1	105	106	-6	-2	19	7	-0.1	-4	-0.2
COc1ccc(CNS(=O)(=O)c2ccc(C3CNC(=O)C3)cc2)cc1 (stereo not drawn)	1.3	104	100	-4	1	-5	2	2.1	3	0.0
CCOc1ccc(Br)cc1C1C(C(=O)OC)=C(N)Oc2cc(N(C)C)ccc21 (stereo not drawn)	1.1	100	108	2	-9	.	4	-0.3	-9	0.3
CCCCOc1ccc(C(=O)N2CC(C)OC(C)C2)cc1 (stereo not drawn)	1.2	97	97	3	-1	-4	17	0.2	1	-0.5
CCN(CC)C(=O)Sc1cccc2cccnc12	1.5	104	96	-4	1	8	-5	3.2	9	-0.1
O=S(=O)(c1ccc(F)cc1)N1CCCC(CO)C1 (stereo not drawn)	1.1	100	107	0	-8	-2	4	2.1	0	-0.2
CCOC(=O)c1ccc(NC(=O)C(CC)CC)cc1	2.1	113	100	-14	2	32	-7	-0.1	7	0.7
CC(C)(C)c1ccc(/C=N/OCC(=O)NCc2ccc(F)cc2)cc1	0.91	108	99	-9	-1	1	15	-0.6	0	-0.2
COCCn1cc(C(=O)c2ccccc2OCC(=O)Nc2cc(C)on2)cc(C#N)c1=O	1	99	98	0	0	-3	-5	0.5	6	-0.3
COc1cccc(CNC(=O)c2ccc(NC(=O)C3CCCO3)cc2)c1 (stereo not drawn)	1.1	102	86	-1	1	-4	15	-2.4	22	-0.2
CC(=O)Nc1ccc(C2=NNC(=Nc3cccc(S(=O)(=O)N(C)C)c3)SC2)cc1	0.96	100	107	1	-5	0	1	-0.7	-5	-0.1
O=C(Nc1nc2ccccc2s1)C1CCCO1 (stereo not drawn)	2.6	151*	94	-56	-5	49	0	1.8	12	0.3
Cc1ccc(C)c(OCC(=O)NC(Cc2c[nH]c3ccccc23)C(=O)O)c1 (stereo not drawn)	1.2	99	105	-1	-2	-9	2	1.1	-2	-0.4
O=C(NCc1cccnc1)C(=O)NCC(c1ccco1)N1CCN(c2ccccc2)CC1 (stereo not drawn)	0.9	98	102	3	6	-3	-8	0.0	-4	-0.3
COc1ccccc1NC(=O)Cn1c(CCC(=O)O)ccc1-c1ccc(C)cc1	1.1	111	103	-14	-1	-21	6	0.0	0	-0.4
O=C(Nc1nccs1)c1ccc(S(=O)(=O)NCC2CCCCC2)cc1	1.1	95	45	5	1	-7	-1	2.8	71*	-0.5
CCn1c(=NC(=O)c2ccc(S(=O)(=O)N3CCOCC3)cc2)sc2cccc(OC)c21	0.37	79	103	23	0	7	1	-6.6	-1	-0.1
COc1ccc(-n2nc(C(=O)NCC(=O)NCc3ccco3)c3ccccc3c2=O)cc1Cl	1.1	105	103	-6	-1	-2	13	-3.7	1	0.3
O=C(O)CC(c1cccc(C(F)(F)F)c1)N1CCS(=O)(=O)CC1 (stereo not drawn)	0.76	106	102	-6	0	16	4	-0.6	7	0.3
CN(C(=O)COC(=O)c1ccc([N+](=O)[O-])cc1)c1ccccc1	1.1	98	104	2	2	-14	-2	-2.5	0	-0.3
C/C(=N\Nc1ccc([N+](=O)[O-])cc1)c1ccco1	2.7	156*	99	-63	-8	53	29*	0.3	4	0.5
Cn1c(C(C(=O)NCC2CCCO2)N(C(=O)Cn2nnc3ccccc32)C2CCCCC2)nc2ccccc21 (stereo not drawn)	1.1	96	102	5	-2	2	-13	-8.1	3	0.0
OCCCc1nc2n(n1)C(c1ccccc1)C=C(c1ccccc1)N2 (stereo not drawn)	1.1	98	95	2	3	-5	35*	-0.9	11	-0.4
CN(Cc1nccn1C)C(=O)CC1C(=O)NCCN1Cc1ccccc1C(F)(F)F (stereo not drawn)	1.1	95	100	4	-6	-3	1	-2.0	5	0.0
CCOC(=O)N1CCN(c2c(N3CCOCC3)c(=O)c2=O)CC1	1.1	95	97	6	1	-5	-6	-1.2	12	0.0
C/C(=N\Nc1ccc(Cl)c(Cl)c1)c1ccc(-n2ccnc2)cc1	1.1	109	91	-10	0	14	3	.	11	-0.1

Quoted from the listing:
COc1ccc(-n2nc(C(=O)NCC(=O)NCc3ccco3)c3ccccc3c2=O)cc1Cl @ APP 5'UTR act = -2
CC(C)(C)c1ccc(/C=N/OCC(=O)NCc2ccc(F)cc2)cc1 @ STAT3 activator = 99

Continued:
SMILES	NF-kB expr up	STAT1 activator	STAT3 activator	STAT1 blocker	HMGR II inh	APP 5'UTR act	TLR4-MyD88 BLA	DTT redox prof	STAT3 inh	Hsp70 activator
O=C(O)c1sccc1OCc1ccccc1	1.4	110	104	-11	2	-12	-5	-1.1	-4	-0.4
CCc1cccc(CC)c1NC(=O)COC(=O)C1(C)CC1(Cl)Cl (stereo not drawn)	1	97	102	2	3	8	1	-2.0	4	0.4
Cc1cccc2c1nc(-c1ccccc1)n1nnnc21	1.2	106	97	-5	-2	-10	11	-3.0	10	0.0
O=C(CCCCCN1C(=O)CCC1=O)NCc1ccccc1	1.1	102	99	-2	-2	0	-10	1.7	6	0.1
CCN(CC)C(=S)NC(=O)c1cc(OC)c(OC)c(OC)c1	1	99	100	-2	0	-2	14	-0.4	5	0.0
CCN(CC)C(=O)Oc1ccc(Cl)c2ccccc12	1.2	108	101	-8	-2	7	11	-0.1	3	0.2
O=C(Cc1ccccc1)NCc1ccccn1	1.1	109	100	-12	-3	12	-28	-1.6	3	-0.2
COc1ccc(-n2c(-c3ccccc3)nnc2-c2ccc(Cl)cc2)cc1	1.1	98	108	2	-1	14	8	-1.6	-2	0.3
NC(=S)n1[nH]c(-c2ccc([N+](=O)[O-])cc2)c(N=Nc2cccc([N+](=O)[O-])c2)c1=O	0.75	98	87	1	-1	-14	-10	2.3	19	-0.3

Rows are unselected. About 5.6% of those tested had a hit in this group.
